Compound activity (PubChem BioAssay)
BoNT F protease: inhibitors of Botulinum neurotoxin F light chain protease; 360,000 tested, 0.22% active; inhibition, % at 10 µM; Multiplex microsphere protease cleavage assay, flow cytometry; in the data active = inhibition above about 35%, passing the limit was not always enough; inconclusive = no clear call, values can overlap the other calls; note: plate controls were buffer without enzyme for full effect and enzyme alone for no effect
CCHF vOTU inh: CCHFV vOTU protease inhibition; AID 651958; Pep-AMC fluorescence; 370,000 tested, 0.55% active; inhibition, % at 11.5 µM; in the data active = inhibition above about 30%; note: 0% = vehicle wells with enzyme and 100% = no enzyme wells
3CLpro inhibitor: SARS-CoV 3CLpro protease inhibition | recombinant SARS-CoV 3CLpro, quenched FRET peptide cleavage | inhibition, % at 6 µM | 290,000 tested, 0.14% active; in the data active = inhibition above about 12%
BoNT A protease: blocks Botulinum neurotoxin A light chain protease | multiplex microsphere protease substrate cleavage, flow cytometry | inhibition, % at 10 µM | 360,000 tested, 0.17% active | AID 588499; note: plate controls were buffer without enzyme for full effect and enzyme alone for no effect
Rv3671c protease: inhibits the M. tuberculosis serine protease Rv3671c; P9WHR9; AID 2606; 320,000 tested, 0.048% active; inhibition, % at 5.96 µM; in the data active = inhibition above about 38%;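 note: extracellular domain of Rv3671c used as enzyme; 0% = enzyme with DMSO and 100% = no enzyme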
VHR inh abs: blocks human VHR1 dual specificity phosphatase; 290,000 tested, 0.52% active; recombinant VHR phosphatase, pNPP absorbance; inhibition, % at 13.3 µM; P51452; in the data active = inhibition above about 50%; note: some compounds called inactive have numbers as strong as hits
PrPC surface inh: reduces human prion protein on the cell surface | inhibition, % at 13.8 µM | P04156 | cell surface PrPC, TR-FRET read-out | AID 720596 | 370,000 tested, 0.43% active; in the data active = inhibition above about 24%; note: 0% = median of the test wells and 100% = reference compound wells
MazEF act: MazEF (E. coli) toxin RNase activation. P0AE70. FAM/BHQ RNA-DNA oligo cleavage fluorescence, 5 h. activation, % at 20 µM. 350,000 tested, 0.32% active. AID 504720; in the data active = activation above about 50%
Target sequence (P0AE70 whole entry, looked up): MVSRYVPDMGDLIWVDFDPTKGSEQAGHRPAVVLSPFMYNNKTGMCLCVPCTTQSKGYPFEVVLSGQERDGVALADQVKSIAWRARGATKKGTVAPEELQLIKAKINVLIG
SSB-PriA inh: inhibitors of Klebsiella pneumoniae PriA binding to SSB C-terminal tail | inhibition, % at 33 µM | AlphaScreen SSBct-PriA binding, biotinylated peptide | 430,000 tested, 0.6% active; in the data active = inhibition mostly above about 37%, no sharp cut-off; inactive = mostly below about 20%;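 note: plate controls were negative control peptide for no effect and reference peptide for full effect; strong numbers were not always called active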
Anthrax LF inh2: inhibitors of Bacillus anthracis lethal factor protease; P15917; multiplex microsphere protease cleavage assay, LF; inhibition, % at 10 µM; 360,000 tested, 0.12% active; AID 588501; note: plate controls were buffer without enzyme for full effect and enzyme alone for no effect
Target sequence (P15917 whole entry, looked up): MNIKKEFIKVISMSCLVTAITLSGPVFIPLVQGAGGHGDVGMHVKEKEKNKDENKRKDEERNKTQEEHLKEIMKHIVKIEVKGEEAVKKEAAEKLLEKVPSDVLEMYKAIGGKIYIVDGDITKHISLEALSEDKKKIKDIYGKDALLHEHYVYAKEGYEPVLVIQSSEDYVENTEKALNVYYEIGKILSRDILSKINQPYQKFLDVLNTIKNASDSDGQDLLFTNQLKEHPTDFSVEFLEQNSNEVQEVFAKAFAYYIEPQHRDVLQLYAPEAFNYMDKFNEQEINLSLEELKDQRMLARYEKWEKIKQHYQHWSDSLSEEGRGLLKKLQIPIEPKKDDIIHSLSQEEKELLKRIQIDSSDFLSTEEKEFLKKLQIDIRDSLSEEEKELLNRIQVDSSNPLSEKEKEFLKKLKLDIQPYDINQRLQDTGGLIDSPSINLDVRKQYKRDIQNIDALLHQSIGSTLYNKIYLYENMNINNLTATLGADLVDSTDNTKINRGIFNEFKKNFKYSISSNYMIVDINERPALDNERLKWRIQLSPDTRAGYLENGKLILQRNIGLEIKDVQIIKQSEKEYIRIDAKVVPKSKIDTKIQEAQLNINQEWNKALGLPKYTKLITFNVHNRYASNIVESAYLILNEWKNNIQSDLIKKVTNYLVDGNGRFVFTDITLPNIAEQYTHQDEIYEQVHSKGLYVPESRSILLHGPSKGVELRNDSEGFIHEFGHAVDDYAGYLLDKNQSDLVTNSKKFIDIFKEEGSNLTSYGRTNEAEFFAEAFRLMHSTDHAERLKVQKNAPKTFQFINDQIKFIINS
* = called active by the depositor; i = inactive; u = inconclusive; x = not tested or not shown. Cut-off read from the data, not from the text of the source, unless noted: active = inhibition above about 30%; inconclusive = no clear call, values can overlap the other calls; inactive = below that.

SMILES	BoNT F protease	CCHF vOTU inh	3CLpro inhibitor	BoNT A protease	Rv3671c protease	VHR inh abs	PrPC surface inh	MazEF act	SSB-PriA inh	Anthrax LF inh2
CN(C)c1ccc(N2C(=NC(=O)COc3ccccc3)SC3CS(=O)(=O)CC32)cc1 (centres undefined)	-4	9	-4	-1.0	-1	1	-1	-10	4	-4
O=C(NCc1ccccc1)c1onc(CSc2ccccn2)c1C(=O)NCc1ccccc1	1	-1	x	-0.1	-34	15	1	0	1	4
CC1(C)CC(=O)C2=C(C1)NCN(CCCN1CCOCC1)C2	-4	0	x	0.3	-2	13	0	9	-14	1
O=C(COC(=O)c1cnc(Cl)c(Cl)c1)Nc1ccc(S(=O)(=O)N2CCCC2)cc1	-2	-4	5	-0.4	-11	-4	0	1	-15	-1
O=C(O)Cn1nnc(-c2ccc(OCc3ccccc3)cc2)n1	u	-6	-2	-1.4	6	x	-1	-6	-4	7
COc1ccc(C)c(NC(=O)C2CC(=O)NC3=C2C(=O)CCC3)c1 (centres undefined)	-5	-11	4	0.5	4	12	-4	7	-4	4
CN(CC#CCN1CCCC1)C(=O)c1cccc(Cl)c1	-13	-8	x	-0.3	5	x	-4	-5	-6	-6
O=C(NNC(=O)c1cc(S(=O)(=O)N2CCCCC2)ccc1Cl)c1ccccc1O	-2	6	x	0.2	0	x	0	1	6	2
COc1ccc(C(=O)c2sc(Nc3ccccc3)c(C(=O)Nc3ccc(OC)c(OC)c3)c2N)cc1	2	8	-2	0.5	4	-10	-23	-13	30	-3
COC(=O)N(C)C[C@@H]1OCc2cnnn2CCCC(=O)N([C@H](C)CO)C[C@@H]1C	1	-5	x	-0.4	x	x	6	3	x	-3
Cc1cc(NC(=O)CCC(=O)N(c2ccccc2)C(C(=O)NC2CCCCC2)c2cccs2)no1 (centres undefined)	-3	7	-4	-0.3	0	-5	21	-9	-20	-3
COc1ccc2[nH]c3c(c2c1)CCC/C3=N\N	-49	11	3	3.8	2	0	-2	-10	x	-13
COc1ccc(/C=C/C(=O)NNc2cc(=O)n(C)c(=O)n2C)cc1OC	3	2	-3	-0.1	-18	6	-5	-1	3	4
CCN(CC(=O)NC1CCS(=O)(=O)C1)S(=O)(=O)c1ccc(Cl)cc1C(F)(F)F (centres undefined)	11	4	x	5.5	3	x	2	4	-5	-2
CC(C)COC(=O)c1ccc(NC(=O)C2C3CCC(C3)C2C(=O)O)cc1 (centres undefined)	-40	7	3	-2.4	1	5	4	1	-8	0
COc1ccc(-c2nc(CS(=O)(=O)CC(=O)NCCCN3CCN(C)CC3)c(C)o2)cc1	6	6	-6	0.9	-7	57*	2	4	-5	0
COc1ccc(NC(=O)CS(=O)CC(=O)Nc2ccc(F)cc2F)cc1 (centres undefined)	7	9	-3	-0.2	-10	23	-6	10	4	2
CON/C=C(\C=Nc1ccc(Cl)cc1)c1ncc(C(F)(F)F)cc1Cl	-1	0	8	-0.4	-2	-18	2	2	x	-4
COc1ccccc1C/C(N)=N/OC(=O)c1cccs1	-3	-9	-3	0.7	12	11	-1	-18	x	2
O=C(COC(=O)c1ccccc1)Nc1ccccc1Br	-1	-3	1	0.3	9	18	5	-2	5	-2

The last 6 records of the section above come first, to join the parts.
SMILES	BoNT F protease	CCHF vOTU inh	3CLpro inhibitor	BoNT A protease	Rv3671c protease	VHR inh abs	PrPC surface inh	MazEF act	SSB-PriA inh	Anthrax LF inh2
CC(C)COC(=O)c1ccc(NC(=O)C2C3CCC(C3)C2C(=O)O)cc1 (centres undefined)	-40	7	3	-2.4	1	5	4	1	-8	0
COc1ccc(-c2nc(CS(=O)(=O)CC(=O)NCCCN3CCN(C)CC3)c(C)o2)cc1	6	6	-6	0.9	-7	57*	2	4	-5	0
COc1ccc(NC(=O)CS(=O)CC(=O)Nc2ccc(F)cc2F)cc1 (centres undefined)	7	9	-3	-0.2	-10	23	-6	10	4	2
CON/C=C(\C=Nc1ccc(Cl)cc1)c1ncc(C(F)(F)F)cc1Cl	-1	0	8	-0.4	-2	-18	2	2	x	-4
COc1ccccc1C/C(N)=N/OC(=O)c1cccs1	-3	-9	-3	0.7	12	11	-1	-18	x	2
O=C(COC(=O)c1ccccc1)Nc1ccccc1Br	-1	-3	1	0.3	9	18	5	-2	5	-2
COc1ccc(-n2ncc3c(NCCCn4ccnc4)ncnc32)cc1	-3	1	0	-0.1	6	12	0	6	0	4
CN1CCOc2c1cnn(CCO)c2=O	-4	-18	x	-0.7	x	x	-4	x	x	0
COc1cc(OC)c(C(=O)O/N=C(\N)c2cccc(C)c2)cc1OC	1	13	1	0.0	-7	x	11	11	i	-12
COC(=O)C1Cc2ccccc2CN1S(=O)(=O)c1ccc(F)cc1 (centres undefined)	u	-14	-4	-3.9	-2	9	0	2	-3	-8
Cn1nc(NC(=O)C(C)(C)C)c2c(F)cccc21	-5	-8	7	0.2	-4	4	0	6	-2	1
Cn1c(-c2sc(=S)n(-c3ccccc3)c2N)nc2ccccc21	-4	4	1	0.8	3	26	-7	22	-3	-3
O=C(/C=C/c1ccccc1)NC(=S)Nc1ncccn1	u	-6	0	-16	-6	42	0	1	5	1
CCCc1cc(C(=O)N2CCCC(Cc3ccccc3C)(C(=O)OCC)C2)no1 (centres undefined)	3	24	3	3.0	-3	6	5	3	-37	1
Cc1ccc(Nc2ccc(C(=O)NCCc3ccccc3)cn2)cc1	-9	-1	2	0.7	-3	-2	11	8	-6	-1
O=C(NNS(=O)(=O)c1ccccc1)c1ccc(S(=O)(=O)N2CCCCC2)cc1	-4	14	2	0.2	-2	8	1	-3	0	0
CCC(=O)N/C(N)=N/c1nc2ccccc2o1	u	4	5	-6.1	3	-13	-6	5	x	8
Cn1c(CCN2CCCCCC2)nc2cc(NC(=O)Nc3ccccc3)ccc21	-50	4	3	1.5	0	0	-4	5	25	-9
CN(C)CC#CCC(O)(c1ccccc1)C1CCCC1 (centres undefined)	-3	14	-2	-1.1	2	19	7	1	-10	0
COc1cccc(C2CC(=O)C3=C(C2)Nc2ccccc2N(C(=O)CCC(=O)O)C3c2ccc(F)cc2)c1 (centres undefined)	-6	6	0	-0.6	-6	11	7	-10	-3	-7
Cc1ccc(Cn2ncn(-c3ccccc3)c2=O)cc1	4	-4	0	-0.8	-2	17	-1	13	-14	3
Cc1ccc(NS(=O)(=O)c2cccc(C(=O)NCC(c3cccs3)N(C)C)c2)cc1 (centres undefined)	-4	-6	3	-0.6	-3	22	8	4	-4	-1
CCCCNC(=O)C(CC)(ONc1ccccc1C(F)(F)F)c1ccccc1OC (centres undefined)	-3	11	x	0.5	1	x	4	-1	20	-2
CC(=O)c1cccc(CN2CCC(CO)(CCCc3ccccc3)CC2)c1	-6	-3	4	-1.9	1	9	-5	-5	-7	-1
COc1cc(/C=C2/C(=O)NN(c3ccc(Cl)cc3)C2=O)cc(OC)c1O	10	2	-1	-0.3	-6	83	-4	-26	21	-2
CC(C)CCCN1C(N(C)C)=NC[C@@H]1Cc1ccccc1	-5	-3	x	-0.8	2	x	7	9	0	-4
COC(=O)c1sccc1NC(=O)c1cc(-c2cc(C)ccc2C)nc2ccccc12	2	5	2	2.9	9	32	2	-7	8	-3
CCOC(=O)c1ccc(N2C(=O)C3CC=CCC3C2=O)cc1 (centres undefined)	-1	0	-5	0.3	7	-5	6	11	-3	-2
CCc1cccc(NC(=O)Cn2c(-c3ccccc3)cc(C(C)=O)c2C)c1	6	-2	-2	-0.8	-11	-4	-2	-3	-25	-1
CC1Cc2cc(S(=O)(=O)N3CCN(c4cccc(Cl)c4)CC3)ccc2N1C(=O)C1CC1 (centres undefined)	3	-12	4	-0.1	-4	5	4	-3	-1	-5
CN(C(=O)CSc1nnc(-c2ccc3c(c2)OCO3)o1)C1CCS(=O)(=O)C1 (centres undefined)	x	-9	x	x	1	x	-4	-5	-2	x
COc1ccccc1C(=O)Nc1c(C(=O)N2CCN(C)CC2)oc2ccccc12	-6	9	1	0.2	-9	4	-11	-15	5	-4
COc1ccc(CCNC(=O)C2CCC(=O)N2S(=O)(=O)c2ccc(C)cc2)cc1 (centres undefined)	5	-11	0	-1.6	-3	18	-3	6	-11	-10
CCC(C)C(NS(=O)(=O)c1ccc(C)cc1)C(=O)O (centres undefined)	-4	14	2	-0.1	-12	27	0	6	1	0
CC(C)(C)n1nc2c(c1NC(=O)c1ccc(Br)cc1)CS(=O)C2 (centres undefined)	-7	-3	-3	0.0	-2	-12	1	-1	-8	7
O=[N+]([O-])c1cccnc1NCc1cccs1	-2	-6	-1	0.6	6	14	-6	5	18	-1
Cc1cc(C)c2c(-n3cccc3)c(NC(=O)OC(C)C)sc2n1	-8	8	-5	-1.1	-4	19	12	1	-8	-4
CCOc1ccc(NC(=O)CSc2nnc(-c3ccco3)n2N)cc1	5	0	0	-0.2	0	2	2	7	-19	2
CC(=O)C1(c2ccccc2)CCNCC1	-12	2	-3	-1.1	-16	-12	9	7	-1	-12
CCCC1OC23CCCCC2C(C#N)(C(=N)O3)C1(C#N)C#N (centres undefined)	9	-23	-1	0.9	3	4	-8	22	1	-3
O=S(=O)(c1ccc2c(c1)OCCO2)N1CCCN(S(=O)(=O)c2c(F)cccc2F)CC1	-6	-2	x	0.0	-2	x	13	7	-8	3
CC(=O)N1CCN(C2=NC(=O)/C(=C/c3ccc(OS(=O)(=O)c4ccccc4)cc3)S2)CC1	1	8	-3	0.4	-6	24	-1	5	-3	-1
Cc1cccc(C(=O)Nc2cc(C)ccc2NC(=O)COc2ccccc2)c1	-4	12	5	-0.4	-11	35	1	2	-12	-6
COc1ccc(C(CNC(=O)c2ccc3c(c2)CCC3)N(C)C)cc1 (centres undefined)	-1	-2	-6	0.6	-3	31	-3	8	-2	1
O=C1CC(Cc2ccc(Cl)cc2)C(=O)N1c1ccccn1 (centres undefined)	4	11	-6	1.0	-5	4	-2	4	-26	-1
O=C(COC(=O)/C=C/c1ccc(C(F)(F)F)cc1)NCCC1=CCCCC1	x	1	5	x	-6	-9	6	-4	-5	x
COc1ccc(S(=O)(=O)N2CCC(C(=O)N[C@H](C(=O)NCc3ccncc3)C(C)C)CC2)cc1	-1	10	-2	-0.2	-1	-14	5	6	-4	-1
CC(=O)NCCc1nc2cc(NS(=O)(=O)c3ccccc3)ccc2n1C	-25	15	-4	-3.9	2	2	8	4	2	-5
O=C(Nc1ccc2nc(N3CCOCC3)sc2c1)c1ccc(F)cc1	-18	2	x	3.6	1	x	15	1	7	-12
CCCn1cnnc1CNC(=O)C1CCC(=O)N(CCc2ccc(OC)cc2)C1 (centres undefined)	-7	6	2	0.0	9	2	-1	9	-9	-1
CN(CCN(C)C(=O)c1[nH]cnc1C(=O)Nc1ccccc1)C(=O)c1[nH]cnc1C(=O)Nc1ccccc1	2	5	x	0.1	-3	x	5	-2	3	1
CCOC(=O)c1cnn(-c2cc(Oc3ccccc3)ncn2)c1N	-13	2	2	-0.4	-15	-15	3	-1	-3	-6
Nc1nnc(-c2cccc([N+](=O)[O-])c2)s1	6	-18	2	-0.8	-16	21	-33	9	-6	-9
O=C(CN(Cc1cccs1)C(=O)CNS(=O)(=O)c1ccc(Cl)cc1)NCC1CCCO1 (centres undefined)	-6	2	6	-0.3	6	16	7	4	4	-1
O=C1C=C(c2ccnc3cc(Cl)ccc23)C[C@@H](c2ccc3c(c2)OCO3)C1	-7	13	x	-0.1	-8	x	21	2	13	1

Compound profiles, from the list above. Order of values: BoNT F protease	CCHF vOTU inh	3CLpro inhibitor	BoNT A protease	Rv3671c protease	VHR inh abs	PrPC surface inh	MazEF act	SSB-PriA inh	Anthrax LF inh2
O=C(Nc1ccc2nc(N3CCOCC3)sc2c1)c1ccc(F)cc1 across the screens: -18	2	x	3.6	1	x	15	1	7	-12
CCCn1cnnc1CNC(=O)C1CCC(=O)N(CCc2ccc(OC)cc2)C1 (centres undefined) across the screens: -7	6	2	0.0	9	2	-1	9	-9	-1

A portion of the library; the hit share may differ from the screen's.
